# rCAG binder – r(CAG) repeat RNA binding; TO-PRO-1 dye displacement fluorescence; inhibition, % at 3 µM; hit rate 1.3% among 370,000; AID 651821;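 active = inhibition above the plate cutoff, the mean of all test compounds on that plate plus 3 SD, cut at about 35% in these data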;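 note: 0% = DMSO alone and 100% = 100 µM mitoxantrone as full dye displacement; higher means more dye released from RNA so lower well fluorescence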
# GC-B act – GC-B (human) receptor activation; P20594; HEK293-GC-B cells, CNP EC30, cGMP TR-FRET; 0% at EC30 CNP, 100% saturating CNP; activation, % at 10 µM; hit rate 0.11% among 370,000; AID 1920062;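 active = activation at 10 µM reaching about 35% in either raw or pattern-adjusted values, limit read from the data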
# GC-A act – GC-A (human) enzyme activation. activation, % at 10 µM. hit rate 0.14% among 370,000. HEK293 GC-A cells, cGMP TR-FRET, EC30 ANP; 0% at EC30 ANP, 100% saturating ANP; in the data active = activation above about 40%
# Target sequence (P16066 whole entry, looked up): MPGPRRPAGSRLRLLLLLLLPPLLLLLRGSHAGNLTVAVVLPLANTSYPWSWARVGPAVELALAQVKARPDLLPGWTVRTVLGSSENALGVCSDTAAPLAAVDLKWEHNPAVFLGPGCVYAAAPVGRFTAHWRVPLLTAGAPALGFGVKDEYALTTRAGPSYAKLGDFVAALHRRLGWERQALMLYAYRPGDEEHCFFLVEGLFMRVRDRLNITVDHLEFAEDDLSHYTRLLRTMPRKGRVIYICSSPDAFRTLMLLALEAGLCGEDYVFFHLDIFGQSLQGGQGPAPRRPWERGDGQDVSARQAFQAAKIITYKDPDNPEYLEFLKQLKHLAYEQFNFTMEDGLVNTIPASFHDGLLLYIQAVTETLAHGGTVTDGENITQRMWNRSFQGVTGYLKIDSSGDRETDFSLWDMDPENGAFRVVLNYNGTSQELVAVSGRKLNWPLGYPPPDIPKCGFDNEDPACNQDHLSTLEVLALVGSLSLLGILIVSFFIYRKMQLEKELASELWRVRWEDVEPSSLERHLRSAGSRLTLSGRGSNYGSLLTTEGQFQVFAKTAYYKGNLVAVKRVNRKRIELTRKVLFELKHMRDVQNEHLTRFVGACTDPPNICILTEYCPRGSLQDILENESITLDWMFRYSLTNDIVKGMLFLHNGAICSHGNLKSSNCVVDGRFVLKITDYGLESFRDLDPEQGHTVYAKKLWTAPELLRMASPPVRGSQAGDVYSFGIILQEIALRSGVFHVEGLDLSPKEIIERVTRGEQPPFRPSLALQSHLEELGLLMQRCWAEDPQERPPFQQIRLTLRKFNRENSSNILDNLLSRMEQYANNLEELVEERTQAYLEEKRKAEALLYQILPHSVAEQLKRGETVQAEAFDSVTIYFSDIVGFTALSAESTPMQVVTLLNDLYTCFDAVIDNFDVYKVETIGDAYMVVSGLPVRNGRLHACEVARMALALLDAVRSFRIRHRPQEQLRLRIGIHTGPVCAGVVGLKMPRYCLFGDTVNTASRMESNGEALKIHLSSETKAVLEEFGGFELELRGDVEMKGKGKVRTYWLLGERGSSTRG
# PRMT1 inh – blocks human protein arginine methyltransferase 1. Q99873. recombinant PRMT1, activity-based probe fluorescence polarization. inhibition, % at 2.79 µM. hit rate 1.3% among 370,000. AID 652257;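 active = inhibition above about 21% made by adding two undisclosed values, limit read from the data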
# SIAE primary – inhibitors of human sialic acid acetylesterase SIAE; SIAE FP-Rh probe binding, fluorescence polarization; hit rate 0.69% among 370,000; Q9HAT2; inhibition, % at 9.66 µM;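 active = inhibition above a cutoff: mean of compounds within the control limits plus 3 SD of those, cut at about 17% in these data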;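 note: 0% = plate median of compound wells and 100% = probe without SIAE protein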
# TCR CD3 inh – inhibitors of human TCR-CD3 interaction; inhibition, % at 9.4 µM; TAMRA-labeled TCR probe fluorescence, biochemical; hit rate 0.37% among 360,000; in the data active = inhibition above about 19%;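 note: recombinant mutant TCR 2C K166C tagged with TAMRA read by polarization; 0% = receptor in buffer alone and 100% = receptor with positive control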
# UHRF1 MBD2 ctr – UHRF1 methyl-DNA binding inhibition | inhibition, % at 4.4 µM | hit rate 0.75% among 370,000 | Q96T88 | UHRF1 binding to methylated oligo, TR-FRET; in the data active = inhibition above about 21%;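 note: UHRF1 SRA domain binding a hemimethylated CpG hairpin DNA probe; 0% = median of test compound wells and 100% = reference inhibitor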
# ABHD4 inh – inhibits mouse alpha/beta hydrolase domain 4 | Q8VD66 | purified mABHD4, FP-Rh probe fluorescence polarization | inhibition, % at 8.92 µM | hit rate 0.54% among 370,000 | AID 720543;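 active = inhibition exceeding the mean over every tested compound plus 3 SD, cut at about 30% in these data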;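 note: 0% = plate median of compound wells and 100% = S159A mutant with DMSO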
#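 Test system: mABHD4 protein | Buffer or medium: HEPES pH 7.0 buffer, 150 mM NaCl, 0.01% Pluronic F-127 | Probe or stimulus: FP-Rh fluorescent activity-based probe, added after compound pre-incubation | Timing: Pre-incubation 45 min, probe exposure 60 min, at 25 °C | Technique: Fluorescence polarization, excitation 525 nm, emission 598 nm, BODIPY TMR filters | Repeats: Single well per compound (singlicate)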
# HTRA1 inhibitor – inhibitors of human serine peptidase HTRA1; Q92743; recombinant HTRA1, FP-rhodamine activity-based probe, fluorescence polarization; inhibition, % at 5.96 µM; hit rate 0.5% among 340,000; AID 504803; in the data active = inhibition above about 36%;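 note: 0% = enzyme with DMSO and 100% = wells lacking enzyme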
# MBD2 DNA inh – inhibitors of human MBD2 binding to methylated oligonucleotide; Q9UBB5; TR-FRET; inhibition, % at 4.4 µM; hit rate 0.31% among 370,000; in the data active = inhibition above about 13%
# The depositor's hits bear a star; nt = not tested or not shown. Only part of the results is shown. The share of hits here may be higher or lower than overall.
SMILES,rCAG binder,GC-B act,GC-A act,PRMT1 inh,SIAE primary,TCR CD3 inh,UHRF1 MBD2 ctr,ABHD4 inh,HTRA1 inhibitor,MBD2 DNA inh
O=C(COC(=O)/C=C/c1ccc(F)cc1)NC1CCS(=O)(=O)C1 (stereo not given),-1.1,0.5,1.3,-1.9,-1.4,6.4,-1.6,4.6,-1.3,0.2
CCC1=NN(C(=O)Cc2ccc([N+](=O)[O-])cc2)C(O)(C(F)(F)F)C1 (stereo not given),3.3,1.5,3.3,1.3,-7.6,-7.8,-0.9,-4.1,5.3,3.6
COc1ccc(NC(=O)CSc2nnc(CN3CCOCC3)n2-c2ccccc2)cc1Cl,-2.0,-1.6,-3.4,1.3,-0.3,8.0,-1.0,4.8,0.4,-6.6
CC(NS(=O)(=O)c1ccc(F)cc1)C(c1cccs1)N1CCN(C)CC1 (stereo not given),-0.2,-0.5,-3.0,-0.9,-2.2,-1.5,1.0,-6.0,0.8,-7.2
COc1ccc(N2CC(NC(=O)N3CCc4ccccc43)CC2=O)cc1OC (stereo not given),0.4,-0.9,3.4,2.9,-4.0,-0.6,1.9,8.8,0.0,4.9
COc1ccc(-c2cc(C(F)(F)F)n3nc(C(=O)N4CCCC4)cc3n2)cc1,4.9,6.0,6.9,-2.5,-1.9,-2.4,-0.4,-1.8,11.9,-2.3
CCC(C)Sc1nc2c([nH]c3ccccc32)c(=O)n1C (stereo not given),0.7,-1.9,-4.1,2.4,2.6,5.6,-0.1,8.6,1.5,-1.6
O=C(COC(=O)CCN=C1NS(=O)(=O)c2ccccc21)NNC(=O)c1ccc(Cl)cc1,10.7,1.8,-2.4,2.4,2.1,0.9,-0.3,9.4,5.3,2.3
C=C(C)CSc1nnc2n(Cc3ccccc3)c(=O)c3c4c(sc3n12)CCC4,4.8,-4.4,4.7,0.3,1.4,-8.6,7.8,-7.2,2.4,4.2
N#Cc1c(NC(=O)COC(=O)C2=COCCO2)sc2c1CCCC2,3.2,-4.0,0.2,1.2,6.2,-5.0,-2.4,3.5,8.2,4.3
O=C(Nc1nnc(C2CC2)s1)c1cc(S(=O)(=O)N2CCCCC2)ccc1N1CCOCC1,0.2,-2.1,2.5,-3.5,-2.0,6.4,0.0,7.9,-5.3,-0.3
CCOc1ccc(OCC)c(NC(=O)c2[nH]c(C)c(C(C)=O)c2C)c1,0.5,-6.8,6.7,1.4,-2.5,-1.3,1.8,0.4,12.4,-1.1

# Some of these compounds in order of molar mass, smallest number first:
SMILES,rCAG binder,GC-B act,GC-A act,PRMT1 inh,SIAE primary,TCR CD3 inh,UHRF1 MBD2 ctr,ABHD4 inh,HTRA1 inhibitor,MBD2 DNA inh
CCC(C)Sc1nc2c([nH]c3ccccc32)c(=O)n1C (stereo not given),0.7,-1.9,-4.1,2.4,2.6,5.6,-0.1,8.6,1.5,-1.6
O=C(COC(=O)/C=C/c1ccc(F)cc1)NC1CCS(=O)(=O)C1 (stereo not given),-1.1,0.5,1.3,-1.9,-1.4,6.4,-1.6,4.6,-1.3,0.2
O=C(Nc1nnc(C2CC2)s1)c1cc(S(=O)(=O)N2CCCCC2)ccc1N1CCOCC1,0.2,-2.1,2.5,-3.5,-2.0,6.4,0.0,7.9,-5.3,-0.3

# (list continues)
SMILES,rCAG binder,GC-B act,GC-A act,PRMT1 inh,SIAE primary,TCR CD3 inh,UHRF1 MBD2 ctr,ABHD4 inh,HTRA1 inhibitor,MBD2 DNA inh
Nc1nc(COc2ccc3ccccc3c2)cs1,0.6,-5.0,5.4,-3.6,-3.9,-1.6,-4.8,-8.0,-1.8,-0.1
O=C(N/N=C/c1c[nH]c2ccccc12)c1ccc(Br)cc1,7.4,-6.5,0.2,-2.8,2.1,-4.4,3.2,1.6,-5.4,4.2
COc1ccc(NC(=O)CN(C)C(=O)c2cccc(-n3cccc3)c2)cc1,10.5,1.5,4.0,-1.8,-1.1,11.0,58.5*,-0.5,-8.7,32.7*
O=C(NCc1ccccc1)c1ncn[nH]1,2.3,2.4,2.7,-1.5,2.8,12.4,-1.3,-0.4,0.2,1.4
COc1ccc(N/N=C(/C#N)S(=O)(=O)C(C)(C)C)cc1,4.9,-6.6,1.6,2.8,-3.1,-3.2,3.2,-7.0,9.4,5.9
COc1ccc(-c2csc(NC(CO)c3nc4ccccc4n3CCOCCO)n2)cc1 (stereo not given),-3.1,-6.0,-9.2,0.1,3.1,5.0,2.1,6.4,-6.1,1.9
CC(=O)Nc1ccc2nc(SCC(=O)Nc3ccc(N4CCOCC4)c(Cl)c3)sc2c1,19.1,0.2,1.6,5.5,3.7,-3.8,3.8,-7.9,-6.1,-0.8
COC(=O)COc1ccc(C2NC(=O)NC(c3ccccc3)=C2C(C)=O)cc1Br (stereo not given),-2.0,3.5,-7.2,-0.9,0.4,-6.5,-1.0,-3.3,-3.1,1.9
O=C(CC1COc2ccccc2O1)Nc1ccccn1 (stereo not given),-0.7,-7.4,-3.6,-1.8,-2.7,4.4,2.7,0.4,-0.6,2.5
CS(=O)(=O)Nc1ccc(S(=O)(=O)N2CCCC2)cc1,-3.6,-2.5,3.1,1.8,1.2,-1.3,2.4,-0.4,-2.8,0.3
O=C(c1nn2c(C(F)(F)F)cc(-c3ccco3)nc2c1Br)N1CCCc2ccccc21,7.4,-1.6,-3.4,3.5,5.2,-5.0,-1.1,-5.5,-0.6,-1.8
CCCS(=O)(=O)c1c(S(=O)(=O)CCC)c2ccc(C(N)=O)cn2c1C(=O)OC,-5.2,13.9,14.7,-1.1,-3.2,0.7,-0.4,8.2,-1.6,-3.2
COc1ccc(C(=O)OCc2cc(=O)oc3cc(C)ccc23)cc1S(=O)(=O)N1CCOCC1,2.9,0.9,4.0,-2.5,-0.5,1.7,-3.4,1.1,0.6,-5.0
Cc1ccc(C(C)C)c(OCCCCN2CCNCC2)c1,0.1,-7.1,-2.8,1.5,2.7,-3.3,2.3,16.6,5.9,2.9
c1ccc(Oc2cccc(CN3CCCCC3)c2)cc1,-4.6,-4.3,-1.3,0.9,-4.1,-0.2,-0.1,-3.7,-10.7,-5.2
CCCN(CC(=O)Nc1ccccc1C)C(=O)c1ccc(S(=O)(=O)N2CCCC2)cc1,-3.5,3.5,2.3,1.1,8.1,-4.5,1.9,0.6,-3.0,5.5
COc1cccc2c(=O)n(CC(=O)N3CCC(C)CC3)ccc12,3.3,-3.8,2.6,-5.2,-2.8,-0.1,93.2*,-4.8,2.0,-7.6
CC(C(=O)O)N1C(=O)CSc2ncccc21 (stereo not given),3.9,-5.0,-0.8,-1.7,1.8,-3.4,0.8,3.0,-1.7,-1.7
CC(C)(C)C(=O)C(C(c1ccccc1)N1CCOCC1)N1CCOCC1 (stereo not given),0.2,-4.8,-6.5,-1.2,-0.9,-5.4,1.0,1.0,3.7,3.8
COc1nc(OC)nc(N2CCC(C(=O)Nc3cccc4ccccc34)CC2)n1,-2.1,0.5,-0.6,-1.0,-6.9,8.1,-2.8,-0.9,-8.2,-5.4
COc1ccc(OC)c(S(=O)(=O)NC(C)(C)C)c1,2.9,0.3,0.1,-3.5,-6.8,5.3,-3.1,-9.9,7.8,-0.9
Cc1cccnc1CN1CCN(C(=O)CCc2nnc(CCc3ccccc3)o2)CC1,-7.8,-2.5,-1.7,-4.0,-5.7,1.3,-0.7,-1.2,5.7,5.0
COc1ccc(N(CC(=O)Nc2ccc3c(c2)OCO3)S(=O)(=O)c2ccc(F)cc2)cc1,4.3,1.3,-4.5,-2.9,10.1,7.4,-1.7,4.0,-10.8,-2.8
O=S(=O)(c1ccc(S(=O)(=O)N(Cc2cccs2)CC2CCCO2)cc1)N1CCCCC1 (stereo not given),0.4,-1.3,0.1,-2.2,-0.1,4.8,-0.1,-5.7,-1.6,1.0
CCOC(=O)C1CCN(S(=O)(=O)c2ccc3c(c2)CCCN3C(C)=O)CC1,-5.5,0.0,-3.7,-2.5,1.0,7.0,0.4,7.7,-5.0,-1.0
O=C(O)c1ccc2c(c1)C(=O)N(c1cccc(C(=O)/C=C/c3ccccc3)c1)C2=O,13.0,3.8,-4.5,6.7,-6.5,-1.1,1.1,19.0,-13.5,5.4
CCOc1cc(-c2nnc(-c3ccco3)o2)cc(OCC)c1OCC,9.3,4.7,-1.6,3.0,-12.3,-3.5,1.4,-7.7,-7.9,7.5
c1ccc(-c2nnc(SCc3nc4ccccc4[nH]3)o2)cc1,7.4,-2.6,-4.6,1.9,-6.5,-3.0,3.8,-7.8,-7.0,-0.7
O=C1CS/C(=N/N=C/c2c[nH]c3ccccc23)N1,2.4,-1.4,-5.5,-2.7,-0.7,1.5,-3.6,0.3,nt,3.3
CCN1CCCc2cc(CN(CCN3CCOCC3)C(=S)Nc3cccc(C)c3)ccc21,3.0,0.4,5.5,-0.1,11.4,-2.1,-3.0,7.0,2.8,-8.4
Cc1nc(NC(=O)C2CC2)sc1C(=O)Nc1ccc(Br)cc1,5.1,-4.3,-5.2,-1.6,-1.8,-1.1,-4.0,-10.0,-25.7,-3.4
CCOC(=O)CC(NC(=O)c1cc2cccc(OC)c2oc1=O)c1ccc(OC)cc1 (stereo not given),-4.5,-7.6,4.8,0.0,-6.3,6.9,-0.4,-1.2,-13.4,1.7
CCN(CC)CCCn1c2c(c(SCC(=O)Nc3nc(C)cs3)nc1=O)CCC2,0.1,4.3,1.8,-0.2,7.5,1.7,1.9,2.9,0.1,-6.2
Cc1c(C(C)CCCO)oc(=O)c2c1Oc1c(C)c(C(C)C[C@@H](C)O)oc(=O)c1C2 (stereo not given in full),-7.5,0.9,11.2,1.8,9.0,-4.0,1.1,4.1,-4.0,0.9
CC(=O)Nc1ccc(SC[C@H](Cc2ccccc2)N2CC[C@@H](O)CCC2=O)cc1,1.1,-2.7,-2.6,7.0,2.2,-3.4,-0.4,3.5,5.8,0.7
Clc1nc(NC2CCCCC2)c2cn[nH]c2n1,1.2,-3.0,-0.8,-8.9,-6.7,-3.6,-2.3,-4.8,1.7,5.9
COc1ccccc1CNC(=O)C(=O)Nc1nccs1,-0.2,1.3,0.9,2.1,3.2,2.3,4.4,-1.6,-1.1,4.7
Cc1occc1C(=O)NNC(=O)c1ccc(S(=O)(=O)N(C)C)cc1,1.8,-5.4,0.9,-0.1,-0.8,-12.1,0.1,3.3,0.2,1.0
c1cncc(-c2nc3ccccc3s2)c1,3.7,7.0,3.1,-3.7,9.3,6.3,-6.8,0.2,-3.7,3.1
CCCOC(=O)c1ccc(NC(=O)Oc2ccccc2)cc1,-0.3,0.4,1.3,2.5,-1.0,-7.9,5.6,-7.2,-5.3,-1.1
CCc1ccc(C(=O)CSc2nc(C)cc(=O)[nH]2)cc1,3.0,-2.4,-5.8,2.0,-3.3,1.3,-3.2,3.0,4.0,-5.4
COc1cc(/C=N/n2cnnc2)ccc1OC(=O)c1ccncc1,-2.8,-4.6,0.8,-0.3,6.1,4.1,-2.4,-1.2,-3.9,3.1
O=C(OCc1cccc(Cl)c1)c1cc(S(=O)(=O)N2CCCCC2)ccc1N1CCOCC1,-2.3,3.2,4.3,-2.2,4.9,4.2,-2.3,-2.6,-38.1,-5.6
O=C(NNC(=O)c1cc(-c2ccccc2Cl)nc2ccccc12)c1csc(N2CCOCC2)n1,10.2,-0.2,-2.9,0.5,8.0,7.1,-0.8,-0.2,0.0,0.4
CC1Sc2ccc(S(=O)(=O)CCC(=O)Nc3cc(F)ccc3F)cc2NC1=O (stereo not given),0.0,-1.1,-8.7,-0.2,3.9,-2.7,0.3,6.9,-3.5,-5.5
